Screening results as filed in PubChem.
Cardiac RTF inh: cardiac RTF calcium desensitization | P19429+P45379 | IANBD-labeled cardiac RTF, Ca2+ fluorescence | inhibition, % at 7.15 µM | hit rate 0.12% among 340,000 | AID 493244;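 active = inhibition above the mean inhibition of all tested compounds plus 3 SD, cut at about 17% in these data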;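 note: assay run at fixed EC70 calcium of 1.6 mM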
Arrestin-AP2 inh: blocks beta-arrestin peptide binding to AP2 adaptin; hit rate 0.31% among 340,000; AID 504490; FITC-arrestin peptide / GST-AP2 beads, flow cytometry; AP2 beta2 appendage carries R879A mutation; inhibition, % at 10 µM;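 active = inhibition above a set limit, near 3 SD of compounds lacking own fluorescence, cut at about 54% in these data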;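 note: plate controls were DMSO wells for no effect and 5 µM unlabelled arrestin peptide for full effect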
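System: GST-AP2 R879A glutathione beads. Medium: PBS with 0.05% Tween 20 and 0.1% BSA. Also added: FITC-arrestin peptide, 50 nM. Incubation: 12 min plus 1 h, RT. Measured by: high-throughput flow cytometry of beads, ex 488, em 535 nm. Evaluation: percent drop in bead-associated FITC signal.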
LANA DNA inh: KSHV C-LANA DNA binding inhibition. MBP-C-LANA/FAM-LBS DNA binding, fluorescence polarization. inhibition, % at 9 µM. hit rate 0.078% among 340,000. AID 504423;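 active = highest replicate inhibition at or above 60% at 9 µM, even if other replicates fall short; inactive = all replicates below 60% inhibition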;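 note: 0% = neutral control wells and 100% = 4 µM acridine orange control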
PKA-R2B activ: activators of human PKA-R2B complex; hit rate 0.079% among 340,000; PKA-R2B holoenzyme dissociation, Cy5-IP20 fluorescence polarization; R2B truncated from residue 108, S112A mutant; 0% DMSO only, 100% 113 µM cGMP; P22694+P31323; activation, % at 11.4 µM;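 active = activation above a cutoff set at the mean over all compounds plus 3 SD, cut at about 18% in these data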;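 note: higher means more holoenzyme dissociation and a rise in polarization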
Target sequence (P31323 whole entry, looked up, other chains not shown, the tested form may be a part): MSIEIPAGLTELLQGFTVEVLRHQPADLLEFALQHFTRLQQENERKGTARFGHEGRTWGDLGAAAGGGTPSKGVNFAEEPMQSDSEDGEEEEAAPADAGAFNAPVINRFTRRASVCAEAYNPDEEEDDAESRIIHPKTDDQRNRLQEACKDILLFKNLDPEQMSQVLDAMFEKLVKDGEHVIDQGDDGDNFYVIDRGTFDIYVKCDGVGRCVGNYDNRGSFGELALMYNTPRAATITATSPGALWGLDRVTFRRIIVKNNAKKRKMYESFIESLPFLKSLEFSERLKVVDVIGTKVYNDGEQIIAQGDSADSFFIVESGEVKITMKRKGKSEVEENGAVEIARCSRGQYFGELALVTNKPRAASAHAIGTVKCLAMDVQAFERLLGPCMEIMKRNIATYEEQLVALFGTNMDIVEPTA
Keap1 Nrf2 FP: disrupts human Keap1 binding to Nrf2 peptide; Q14145; hit rate 0.15% among 340,000; inhibition, % at 9.4 µM; Keap1 Kelch-Nrf2 peptide fluorescence polarization, 1536-well; AID 504523; in the data active = inhibition above about 12%;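 note: human Keap1 Kelch domain with fluorescein labeled Nrf2 9mer peptide probe; 0% = neutral control wells and 100% = peptide positive control; higher means more block of Keap1 binding to Nrf2 peptide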
Target sequence (Q14145 whole entry, looked up, the tested form may be a part): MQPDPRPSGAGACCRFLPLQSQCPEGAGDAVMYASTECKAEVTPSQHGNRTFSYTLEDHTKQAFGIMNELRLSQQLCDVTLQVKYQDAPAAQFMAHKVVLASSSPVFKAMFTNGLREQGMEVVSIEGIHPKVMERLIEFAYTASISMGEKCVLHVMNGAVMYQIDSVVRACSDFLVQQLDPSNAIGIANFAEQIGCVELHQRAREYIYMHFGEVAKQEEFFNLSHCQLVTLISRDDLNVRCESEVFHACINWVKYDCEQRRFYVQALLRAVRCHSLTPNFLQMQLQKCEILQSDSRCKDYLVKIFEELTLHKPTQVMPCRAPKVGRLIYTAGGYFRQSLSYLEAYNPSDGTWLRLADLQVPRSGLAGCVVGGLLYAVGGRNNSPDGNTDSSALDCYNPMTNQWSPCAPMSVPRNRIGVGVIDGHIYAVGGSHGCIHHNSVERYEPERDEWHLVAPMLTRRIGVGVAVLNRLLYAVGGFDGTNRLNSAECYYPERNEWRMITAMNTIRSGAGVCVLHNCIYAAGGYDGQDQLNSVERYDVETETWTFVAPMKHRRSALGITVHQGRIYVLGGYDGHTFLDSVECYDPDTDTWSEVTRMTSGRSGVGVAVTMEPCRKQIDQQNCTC
DAGLB inhibitor: blocks human DAGLB lipase activity. Q8NCG7. HEK293T DAGLB membrane lysate, EnzChek fluorogenic substrate. inhibition, % at 5.17 µM. hit rate 0.059% among 340,000; in the data active = inhibition above about 34%;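 note: 0% = enzyme with vehicle and 100% = wells lacking enzyme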
SR-BI DiI inh: blocks mouse SR-BI lipid uptake from DiI-HDL; ldlA[mSR-BI] CHO cells, DiI-HDL uptake fluorescence, 3 h; hit rate 0.96% among 320,000; Q61009; inhibition, % at 12.5 µM;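 active = mean replicate inhibition of at least 70% and a set share of replicates each scoring 70 or more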;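 note: 0% = median of neutral control wells and 100% = median of positive control wells; values of inactives mirror those of a sister screen read the other way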
SR-BI uptake up: activators of SR-BI mediated HDL lipid uptake | CHO ldlA[mSR-BI] cells, DiI-HDL uptake fluorescence, 3 h; 100 = double the neutral-control signal | activation, % at 12.5 µM | hit rate 0.096% among 320,000 | AID 504775;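 active = mean replicate activation of at least 60% and every replicate at or above 60%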;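 note: 0% = median plate neutral-control signal and 100% = twice that signal; values of inactives mirror those of a sister screen read the other way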
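Test system: SR-BI-overexpressing, LDLR-lacking CHO cells; Medium: Ham's F12 with 0.5% BSA, HEPES 25 mM, pH 7.4; Schedule: 3 h, 37 °C; Technique: bottom-read fluorescence, 550/595 nm.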
NSD2 HMT inh: blocks human histone methyltransferase NSD2 | O96028 | NSD2 peptide methylation, AlphaScreen, 120 min | hit rate 0.54% among 310,000 | inhibition, % at 12.5 µM | AID 743445; in the data active = inhibition above about 50%
PvdQ inh: P. aeruginosa PvdQ acylase inhibition; purified PvdQ acylase, fluorescence plate reader; inhibition, % at 10 µM; hit rate 0.063% among 340,000; in the data active = inhibition above about 30%, passing the limit was not always enough;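 note: 0% = vehicle neutral wells and 100% = reference inhibitor wells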
Numbers without * were called inactive; / = not tested or not shown.

SMILES	Cardiac RTF inh	Arrestin-AP2 inh	LANA DNA inh	PKA-R2B activ	Keap1 Nrf2 FP	DAGLB inhibitor	SR-BI DiI inh	SR-BI uptake up	NSD2 HMT inh	PvdQ inh
Cc1cc(SCc2ccc(C(F)(F)F)cc2)nc(=O)[nH]1	-8	-2	0.9	-5	-4	1	15	-15	-2	-15
CCOc1ccc(NC(=O)CN(c2ccc(OC)cc2)S(C)(=O)=O)cc1	-4	-3	-0.9	-1	-1	1	-22	22	0	-14
Cc1c(CN(C)C)c2c(n1Cc1ccccc1)C(=O)c1ccc(Br)cc1-2	4	7	1.3	2	-3	14	0	0	-1	-22
CN(C)c1ccc(C(=S)NC2CCCCC2)cc1	-5	38	0.3	-1	-1	-1	11	-11	1	8
Cc1ccc(C2CC(C(F)(F)F)n3ncc(C(N)=O)c3N2)cc1 (configuration not stated)	-7	3	0.7	-3	-1	2	-8	8	-2	-1
Cc1ccccc1C(=O)O	1	31	0.6	-11	-1	0	5	-5	/	2
O=C(Oc1cccnc1)c1cc(S(=O)(=O)N2CCOCC2)ccc1Cl	12	2	0.6	0	-63	1	-26	26	/	-3
Clc1cccc(CSc2ncn(-c3ccccc3)n2)c1	-2	28	-9.9	-1	1	-5	-18	18	-6	8
CCOc1ccc(NC(=O)CN(C)C(=O)c2c(-c3c(F)cccc3Cl)noc2C)cc1OCC	2	0	-0.8	-2	-3	-2	31	-31	13	8
CNC(=S)N1N=C(c2ccccc2)CC1c1ccccc1Cl (configuration not stated)	-2	-9	0.2	7	2	0	10	-10	-4	-12
COc1ccc(C(=O)Nc2ccc(CN3CCOCC3)cc2)cc1	-8	9	2.3	2	2	-1	-9	9	0	-4
CCCCc1ccc(-n2nnnc2SCC(=O)Nc2cc(OC)c([N+](=O)[O-])cc2C)cc1	-2	-7	-1.7	-16	-6	-3	44	-44	2	-5
O=C(Nc1ccc(-c2cn3c(n2)SCC3)cc1)c1ccco1	-8	23	0.8	-4	-4	-2	5	-5	-1	-1
CCCNC(=O)COc1coc(CN2CCN(c3ccc(F)cc3)CC2)cc1=O	5	-19	0.5	-5	1	0	-14	14	34	-2
COc1ccc(Cl)cc1C(=O)CSc1nc(N)cc(N)n1	3	4	2.3	0	-3	3	43	-43	2	-12
CCOc1cccc(C(=O)NC2=NCCS2)c1	6	0	0.8	-10	-3	-1	17	-17	-3	1
CCN(CC)C(=O)Cn1cc(C(=O)C(=O)NCCc2ccc(S(N)(=O)=O)cc2)c2ccccc21	-37	12	0.4	-13	0	1	-18	18	-4	-14
CCn1c(=N)n(CC(=O)c2ccc(OC)c(OC)c2)c2ccccc21	1	5	0.6	0	-4	4	8	-8	/	-15
COC(=O)c1ccc(S(=O)(=O)N2CCCCC2)o1	-3	0	0.7	3	-1	-2	-4	4	1	15
CN(C)c1ccc(N=Cc2nc(-c3ccccc3)oc2OC(=O)c2ccccc2)cc1	3	7	4.9	-7	4	0	-10	10	13	-2
Cc1ccc(-n2nnnc2SCC(=O)NCC2CCCO2)cc1C (configuration not stated)	1	29	0.0	-4	-5	0	4	-4	-2	4
CCCc1c2c(cc3c(=O)cc(C(=O)OCC)oc13)CCCC2	-6	10	0.9	-6	0	-12	16	-16	0	-10
O=C(COC(=O)c1cc(Br)ccc1O)Nc1cc(S(=O)(=O)N2CCCC2)ccc1Cl	3	8	-0.7	-2	-2	-3	28	-28	-5	2
CCOc1ccccc1C(=O)NCC(=O)Nc1ccc(-c2ccccc2)cc1	-20	3	-0.2	4	-1	-2	-22	22	-3	-6
Cc1cc(C)n(C(=O)c2cccc(S(=O)(=O)N3CCCCC3)c2)n1	-7	5	-1.6	2	0	-4	/	/	/	13
COC(=O)c1ccc(C)c(NC(=O)c2ccc(CN3CCc4ccccc4C3)cc2)c1	-8	-11	2.1	4	3	-7	53	-53	-2	-5
COC(=O)[C@H](Cc1ccccc1)NC(=O)[C@@H](N)CC(=O)O	-1	-6	1.1	0	-2	3	/	/	/	-9
COc1ccc(C[C@H]2CN3C(=NC[C@H]3C)N2CCNC(=O)c2ccc(C)c(Br)c2)cc1	-9	-4	0.4	-4	-4	1	-6	6	/	-14
Cc1ccc(N(CC(N)=O)C2SC(=O)N(C)C2=O)cc1 (configuration not stated)	-10	25	0.1	4	0	1	-4	4	-1	-7
C#CCOCCOCCOCCNc1nc(N2CCN(C(=O)Cn3cc(CCCN=C(N)N)nn3)CC2)nc(N2CCN(C(=O)[C@H]([C@@H](C)O)n3cc(CCCCN)nn3)CC2)n1	-7	3	-2.9	2	-18	-2	2	-2	/	-22
COc1ccccc1-n1c(=O)[nH]c2c(C(N)=O)nc(CC(C)C)nc21	-9	27	-1.1	2	-2	2	-5	5	/	-2
CCOc1cc(C)nc(NCc2ccccc2)n1	-16	-3	-0.9	-15	-5	2	25	-25	-2	3
CCOc1ccc(N(CC)C(=O)COc2cc(=O)n(CC)c3ccccc23)cc1	12	19	-0.6	-7	-6	0	5	-5	1	1
COc1ccc(N2CCN(Cc3nc4c(c(=O)n(C)c(=O)n4C)n3CC(C)=O)CC2)cc1	-3	-3	2.1	3	-5	-1	3	-3	-1	-14
COc1cccc(OCCSc2nc(C)c(Cc3ccccc3)c(=O)[nH]2)c1	-4	22	0.0	2	-3	1	-12	12	-2	-1
S=C(NCCc1ccccc1)Nc1ccccn1	-14	33	-0.7	-4	2	-3	7	-7	-1	2
O=C(C1CC(=O)N(C2CCCC2)C1)N1CCN(c2cccc(Cl)c2)CC1 (configuration not stated)	-11	41	-0.4	0	-4	6	-4	4	-3	-2
Cc1cc(OCC(O)CN2CCOCC2)cc(C)c1Cl (configuration not stated)	1	27	1.1	0	-3	-2	5	-5	-3	5
C/C(=N/NC(=O)c1ccco1)c1cccnc1	9	1	0.3	0	-3	0	0	0	-2	9
Cc1ccc(N(C)C(=O)c2cc(S(=O)(=O)N3CCc4ccccc43)cn2C)cc1	-8	8	0.1	-2	0	-7	5	-5	/	2
O=C(OCC(=O)N1CCN(C(=O)c2ccco2)CC1)c1cc(S(=O)(=O)Nc2ccc(Cl)cc2)ccc1O	0	9	0.9	0	-6	3	8	-8	4	-9
C[C@]12c3[nH]c4ccccc4c3CCN1C(=O)C(CC(=O)NCCCn1ccnc1)C[C@@H]2C(=O)N1CCOCC1 (some centres not stated)	4	-5	0.1	4	0	-1	-18	18	/	-4
Cn1cnc2cc(NCc3ccccc3Cl)ccc21	-7	-7	1.4	-4	-5	1	-1	1	2	-20
C=CCc1cccc(/C=N/n2cnnc2)c1O	-6	0	13	7	1	0	-16	16	11	11
COCC1CCN(C(=O)c2cc(COc3ccc4c(c3)CCCC4)on2)C1 (configuration not stated)	4	-3	0.8	-6	-1	-7	-11	10	-3	6
Cc1ccc(CCC(=O)Nc2ccccc2F)s1	-6	17	-1.8	9	0	-6	-5	5	-3	1
Cc1cccc(C)c1NC(=O)CCS(=O)(=O)c1ccc(Br)cc1	2	6	-1.0	7	-7	4	13	-13	-3	-3
Cc1nnc(SCC(=O)NNC(=O)c2ccco2)s1	2	-1	0.2	-9	-3	1	-10	10	1	-11
Nc1nc(-c2ccc(F)cc2)cc(C(F)(F)F)n1	0	7	0.0	0	-3	-7	3	-3	-1	12
CCOCCCNC(=S)NCCNc1nc2ccc(C)cc2cc1C#N	3	-6	-2.6	-8	-4	1	29	-29	-1	-12

Continuation:
SMILES	Cardiac RTF inh	Arrestin-AP2 inh	LANA DNA inh	PKA-R2B activ	Keap1 Nrf2 FP	DAGLB inhibitor	SR-BI DiI inh	SR-BI uptake up	NSD2 HMT inh	PvdQ inh
CCOc1ccc(S(=O)(=O)NCCC(=O)N2CC(C)CC(C)C2)cc1 (configuration not stated)	1	5	2.0	0	-3	-1	-17	17	1	1
COc1ccc(CCCc2nnc(SCC(=O)Nc3ncc(C)s3)o2)cc1	-3	3	-0.3	-2	-3	4	22	-22	-1	9
Cc1ccc(OCC(=O)NC(=S)Nc2cccc(NC(=O)c3ccc(Cl)cc3Cl)c2)cc1	-3	6	1.7	4	3	-5	68	-68	1	8
O=c1c2ccccc2oc2cc(C#Cc3ccccn3)ccc12	-1	-4	2.2	-5	1	-4	-41	41	/	-8
NC(=O)C1CCN(C2CC(=O)N(Cc3ccc(N4CCCC4=O)cc3)C2=O)CC1 (configuration not stated)	0	5	0.4	-10	-2	2	-6	6	-1	-14
COC(=O)N/N=C(\C)c1ccc(C)c([N+](=O)[O-])c1	-19	37	0.9	2	3	-1	-21	21	-3	2
O=C1NCCCC1C(=O)N/N=C/c1cc([N+](=O)[O-])ccc1O (configuration not stated)	-1	-24	-4.9	-15	1	2	-17	17	-25	-2
O=C(NCc1cccnc1)Nc1ccc2c(c1)OCO2	-5	5	0.7	2	-2	-3	-11	11	9	-10
CCN(CC)C(=O)c1sc2nc(-c3cccs3)cc(-c3ccc(Cl)cc3)c2c1N	-3	7	2.6	-2	-4	-6	55	-55	/	-5
COc1ccccc1OCCn1cc(/C=N/NC(=O)c2ccncc2)c2ccccc21	-8	-17	-0.1	8	-2	0	35	-35	1	-14
COc1ccc(C2(CNC(=O)CCC(=O)O)CCCC2)cc1OC	-7	1	0.1	-6	-2	-4	-28	28	0	5
N/C(=N\OC(=O)CC1CCCCC1)c1ccncc1	1	3	-0.7	4	4	0	-11	11	0	-12
Cc1ccccc1CSCCNC(=O)COc1ccc(Cl)cc1	-8	-7	-0.3	-10	-4	-18	11	-11	-1	-18
COc1cccc(-n2ccnc2SCC(=O)Nc2nccs2)c1	-15	1	1.0	3	-2	-2	-9	9	1	-9
COc1ccc([C@H]2CC(=O)C=C(c3ccc(SC)cc3)C2)cc1OC	-9	-2	1.4	-12	-6	0	30	-30	/	-11
O=C1c2ccccc2C(=O)N1CCOCCN1C(=O)c2ccccc2C1=O	-5	-6	-0.7	-2	1	-7	5	-5	15	-8
O=C(CN1CCC(NC(=O)Cc2ccccc2)CC1)Nc1ccccc1Br	6	20	-0.6	-2	1	-9	28	-28	17	-2

Laid out differently: four of the compounds above
Below each compound – Cardiac RTF inh, Arrestin-AP2 inh, LANA DNA inh, PKA-R2B activ, Keap1 Nrf2 FP, DAGLB inhibitor, SR-BI DiI inh, SR-BI uptake up, NSD2 HMT inh, PvdQ inh
- COc1cccc(-n2ccnc2SCC(=O)Nc2nccs2)c1
 : -15, 1, 1.0, 3, -2, -2, -9, 9, 1, -9
- COc1ccc([C@H]2CC(=O)C=C(c3ccc(SC)cc3)C2)cc1OC
 : -9, -2, 1.4, -12, -6, 0, 30, -30, /, -11
- O=C1c2ccccc2C(=O)N1CCOCCN1C(=O)c2ccccc2C1=O
 : -5, -6, -0.7, -2, 1, -7, 5, -5, 15, -8
- O=C(CN1CCC(NC(=O)Cc2ccccc2)CC1)Nc1ccccc1Br
 : 6, 20, -0.6, -2, 1, -9, 28, -28, 17, -2
